Screening results: PubChem, The Scripps Research Institute Molecular Screening Center
MITF primary: MITF inhibitors, primary screen, biochemical, AlphaScreen, human. Microphthalmia-associated transcription factor (Homo sapiens), O75030. AlphaScreen MITF homodimerization, bead proximity signal. inhibition, % at 2.6 µM. actives 0.91% (n = 650,000). AID 1259374, 2018; in the data active means inhibition above about 50%;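 further: 0% = vehicle wells with protein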
Target sequence (O75030 whole entry, looked up): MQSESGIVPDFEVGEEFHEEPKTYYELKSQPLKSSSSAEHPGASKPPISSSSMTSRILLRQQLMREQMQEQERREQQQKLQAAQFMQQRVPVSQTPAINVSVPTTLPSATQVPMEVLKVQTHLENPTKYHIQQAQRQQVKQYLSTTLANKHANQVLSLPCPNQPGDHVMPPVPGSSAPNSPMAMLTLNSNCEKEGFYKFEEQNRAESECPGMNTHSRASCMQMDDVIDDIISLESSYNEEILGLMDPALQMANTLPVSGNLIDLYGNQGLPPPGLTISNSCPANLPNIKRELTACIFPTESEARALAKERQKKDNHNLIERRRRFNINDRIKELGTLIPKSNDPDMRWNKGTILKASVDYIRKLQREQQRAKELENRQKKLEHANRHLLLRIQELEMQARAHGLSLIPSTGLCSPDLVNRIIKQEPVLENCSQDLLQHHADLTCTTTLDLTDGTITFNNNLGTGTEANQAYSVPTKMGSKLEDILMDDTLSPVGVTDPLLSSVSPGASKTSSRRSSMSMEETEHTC
TEAD-YAP inh: TEAD-YAP interaction inhibition, primary screen, TEAD-YAP interaction inhibitor project, luminescence, HEK-TIYL cells; TEAD-Gal4/YAP UAS-luciferase luminescence; inhibition, % at 9.12 µM; actives 1.4% (n = 640,000); in the data active means inhibition above about 32%;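 further: 0% = median of test compound wells and 100% = reference inhibitor wells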
GPR151 activ: activators of human GPR151, primary screen, cell-based, PathHunter beta-arrestin, luminescence. PathHunter beta-arrestin GPR151 cells. activation, % at 11.2 µM. actives 1% (n = 650,000). AID 1508602, 2020; in the data active means activation above about 4.9%;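 further: 0% = median of compound wells and 100% = cells with positive control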
Target sequence (Q8TDV0 whole entry, looked up): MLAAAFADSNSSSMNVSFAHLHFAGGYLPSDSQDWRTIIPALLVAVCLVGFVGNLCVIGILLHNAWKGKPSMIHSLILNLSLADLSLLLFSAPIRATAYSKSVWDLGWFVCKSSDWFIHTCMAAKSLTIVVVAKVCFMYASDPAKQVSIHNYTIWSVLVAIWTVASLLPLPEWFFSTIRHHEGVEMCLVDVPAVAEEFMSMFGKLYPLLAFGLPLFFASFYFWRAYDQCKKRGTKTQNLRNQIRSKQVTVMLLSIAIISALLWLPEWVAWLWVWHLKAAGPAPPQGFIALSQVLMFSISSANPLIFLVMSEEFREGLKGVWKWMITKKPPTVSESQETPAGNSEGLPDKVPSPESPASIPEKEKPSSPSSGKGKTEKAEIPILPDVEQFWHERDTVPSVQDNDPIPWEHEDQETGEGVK
FBW7 act: FBW7 E3 ligase activators, primary screen, biochemical, AlphaScreen, human; F-box/WD repeat-containing protein 7 (Homo sapiens), Q969H0; AlphaScreen FBW7–phospho-cyclin E peptide binding, activator screen; normalized activity (activation), % at 26.1 µM; actives 0.13% (n = 650,000); in the data active means normalized activity above about 1.9%;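 further: purified mutant Fbw7 with reduced substrate affinity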
Active calls of the source: *.

SMILES	MITF primary	TEAD-YAP inh	GPR151 activ	FBW7 act
O=C(Nc1ccccc1Br)C1C2C3CCC(C3)C12 (configuration not stated)	4	-10	0.8	-0.1
CCOC(=O)c1ccc(-n2sc3c(c2=S)-c2cc(OC)ccc2NC3(C)C)cc1	-1	-5	-0.2	0.6
CCN1CCN(C(=O)CNC(=O)Cn2cnc3ccccc3c2=O)CC1	-3	-7	-0.6	0.1
C=C(C)CSC1=C(C#N)C(c2ccc(OCC)cc2)[C@H](C(=O)OC)C(=O)N1 (some centres not stated)	-5	14	1.6	0.0
Cc1nnc(NC(=O)C(C)N2CCN(C)CC2)s1 (configuration not stated)	-3	4	1.4	0.0
N#CCCn1cc(CO)c(-c2ccc(Cl)cc2)n1	5	11	-0.8	0.0
CC(=O)Oc1ccc(C2Nc3c(cccc3[N+](=O)[O-])C3C=CCC32)cc1 (configuration not stated)	-5	-8	-0.2	-0.7
COc1ccc(C2C(=O)N(C3CCCCC3)CC(=O)N2CCC2=CCCCC2)cc1OC (configuration not stated)	7	2	0.9	0.0
COc1ccc(O)c(C(=O)/C=C/c2ccc3c(c2)OCCO3)c1	-28	-16	0.0	-0.1
CC(C)C[C@@H]1NC(=O)[C@@H]2C[C@H](NC(=O)c3c(Cl)cccc3Cl)CN2C1=O	-2	-6	-0.2	-0.1
Cc1noc(C)c1COC(=O)c1ccc2c(c1)S(=O)(=O)N=C1CCCCCN12	1	8	2.1	0.0
CCOC(=O)C1Cc2ccccc2CN1S(=O)(=O)c1ccccc1F (configuration not stated)	-7	-4	-0.2	-0.2
O=C1OC(c2ccc(Cl)cc2)=N/C1=C\c1cccc(Br)c1	5	-2	0.1	0.3
O=C(O)c1ccc(-c2cncc(-c3ccc(O)cc3)n2)cc1	-2	-52	-1.8	-0.1
O=C1C(=O)N(CCN2CCOCC2)C(c2ccccc2F)/C1=C(/O)c1ccc(Cl)cc1 (configuration not stated)	3	-9	-1.7	0.0
CC1CC(C)CN(c2nc3c(c(=O)n(C)c(=O)n3C)n2Cc2ccc(F)cc2)C1 (configuration not stated)	14	-3	-0.4	0.0
COc1cc2c(cc1NC(=O)COC(=O)c1ccc(NC(C)=O)cc1)oc1ccccc12	9	-13	-0.5	0.2
CCOC(=O)c1ccc(NC(=O)C2CC(=O)N(C)C(=Nc3ccc(C)c(Cl)c3)S2)cc1 (configuration not stated)	16	0	-0.1	0.3
CCN(CC)C(=O)COc1coc(CN2CCN(c3cccc(Cl)c3)CC2)cc1=O	11	4	-0.1	-0.1
Cc1cc(C)cc(NC(=O)C2CC23CCN(C(=O)Cc2c(C)noc2C)CC3)c1 (configuration not stated)	-20	0	1.4	-0.2

Gathered by group, those above containing a Cl atom (six)
SMILES	MITF primary	TEAD-YAP inh	GPR151 activ	FBW7 act
N#CCCn1cc(CO)c(-c2ccc(Cl)cc2)n1	5	11	-0.8	0.0
CC(C)C[C@@H]1NC(=O)[C@@H]2C[C@H](NC(=O)c3c(Cl)cccc3Cl)CN2C1=O	-2	-6	-0.2	-0.1
O=C1OC(c2ccc(Cl)cc2)=N/C1=C\c1cccc(Br)c1	5	-2	0.1	0.3
O=C1C(=O)N(CCN2CCOCC2)C(c2ccccc2F)/C1=C(/O)c1ccc(Cl)cc1 (configuration not stated)	3	-9	-1.7	0.0
CCOC(=O)c1ccc(NC(=O)C2CC(=O)N(C)C(=Nc3ccc(C)c(Cl)c3)S2)cc1 (configuration not stated)	16	0	-0.1	0.3
CCN(CC)C(=O)COc1coc(CN2CCN(c3cccc(Cl)c3)CC2)cc1=O	11	4	-0.1	-0.1

(continued)
SMILES	MITF primary	TEAD-YAP inh	GPR151 activ	FBW7 act
CCC1(CC)CC1C(=O)N1CCOc2ccc(CN3CCC(C(=O)OC)CC3)cc2C1 (configuration not stated)	12	4	-1.2	0.0
CCCCN(C)C(=O)C1CCN(Cc2sccc2C)CC1	28	-3	-0.2	1.3
COc1cccc(N(C=O)C(=O)C2C3C=CC(C3=C3CCCC3)C2C)c1 (configuration not stated)	-21	-5	1.3	0.3
COC(=O)C1=C(C)N(c2ccc(F)cc2)C(=O)C1	8	10	-0.8	-0.1
CCCCCCCc1ccc(-c2noc(-c3ccc(CCCCCC)cc3)n2)cc1	14	6	-0.9	-0.1
O=C(Nc1cccc(Cl)c1)N1CCN(c2ccc(Nc3cccnc3)nn2)CC1	16	-4	6.1*	0.1
CCOC(=O)C1=C(C)NC2=C(C(=O)CC(c3ccc(OC)c(OC)c3)C2)C1c1cccc(Cl)c1 (configuration not stated)	-16	29	0.1	0.8
COc1ccc(CC(=O)N/N=C/c2cccc([N+](=O)[O-])c2)cc1	7	-6	0.5	0.0
COc1ccc(C)cc1S(=O)(=O)N1CCc2ccccc21	7	4	1.1	0.2
O=C(Nc1ccc(F)cc1F)Nc1noc2c1COc1ccccc1-2	16	-1	3.3	0.1
COc1cccc(N2C(=O)NC(=O)/C(=C/c3cc4c(cc3Cl)OCO4)C2=O)c1	14	6	-1.1	0.7
COCc1cc(C)nc(OCC(=O)c2ccc(Br)cc2)c1C#N	19	-1	0.7	0.1
CC(C)c1cccc(OCCCCNCCO)c1	21	-9	-0.6	-0.1
Cc1ccccc1OCC(=O)Nc1ccc(Cl)c(Cl)c1	-13	-49	-1.1	0.2
CCC1=C(c2ccccc2)[N+](=O)C(C)(c2ccc(C)cc2)N1[O-] (configuration not stated)	1	6	-0.9	0.0
c1ccc(Cn2ccnc2SCc2ccc(CSc3nccn3Cc3ccccc3)cc2)cc1	-2	-11	-0.2	-0.3
Cc1cccc(Nc2nc(C)c([N+](=O)[O-])c(C)c2C#N)c1	1	-1	-1.2	0.0
CC(C)NC(=O)COc1ccccc1C#N	-11	-13	0.3	0.0
N#C/C(=C\c1cccnc1)c1nc(-c2ccc(Cl)cc2)cs1	15	-7	-0.4	0.0
Cn1nc(C(=O)NCCN(Cc2ccco2)C2CCCC2)c2c1-c1ccccc1OC2	0	11	-0.9	1.0
Cc1cccc2cc(CN(C(=O)c3cccnc3)C3CCCCC3)c3nnnn3c12	12	6	-0.6	0.2
CCOc1ccc(OCCCCN2CCNCC2)cc1	65*	-20	-0.3	0.0
CN=C1S/C(=C\c2cc(Cl)cc(Cl)c2OC)C(=O)N1C	2	5	2.4	-0.1
COc1ccccc1CN1C(=O)C(C)Oc2ccc(C(F)(F)F)cc21 (configuration not stated)	-2	4	2.2	-0.2
O=S(=O)(Nc1ccc(Br)cn1)c1ccc2ccccc2c1	-5	-2	-1.1	-0.1
N#Cc1cc([N+](=O)[O-])ccc1NC(=O)COC(=O)c1ccccc1C(F)(F)F	11	12	0.0	-0.1
Cc1ccc(S(=O)(=O)NCC#N)cc1	-7	-1	-1.2	0.1
Cc1noc(N)c1C(=O)Nc1ccc(F)c(Cl)c1	-13	0	-0.9	-0.1
Cc1cccc(NC(=O)CSc2nnc(NC(=O)/C=C/c3ccccc3)s2)c1	-6	-10	4.2	-0.1
O=C(Cc1ccccc1)NCC(=O)OCC(=O)c1ccccc1Cl	-5	9	0.1	-0.3
CCn1c(SCC(=O)NCc2cccc(OC)c2OC)nc2cc(-c3ccccc3)sc2c1=O	-12	-6	0.8	0.0
COc1ccc(OCC(O)Cn2c(N)nc3c2c(=O)n(C)c(=O)n3C)cc1 (configuration not stated)	0	0	-0.7	0.0
Cc1nc2ncnn2c(Nc2ccc(F)cc2)c1C	13	-21	-1.7	0.2
CCOC(=O)/C=C1\SCC(=O)N1CC(O)c1ccc(Cl)cc1 (configuration not stated)	10	7	-0.3	-0.1
O=[N+]([O-])c1cc(-n2ncnc2-c2cccc(Cl)c2)ccc1F	-6	-14	-0.7	0.0
CC(=O)N=c1scc(C)n1C(C)(C)C	-7	-1	-0.9	0.1
Cc1ccc(-n2c(C)cc(/C=C3/C(=N)N4C=CSC4=NC3=O)c2C)c(C)c1	-2	64*	-0.7	-0.1
O=C(/C=C/c1ccco1)Nc1ccccc1-c1ccccc1	12	20	-2.4	0.2
Cc1cc(C(=O)N2CCN(c3ccccn3)CC2)cs1	-16	13	-0.6	0.0
Cc1ccc(CNC(=O)c2ccc(Cn3c(=O)[nH]c4ccccc4c3=O)cc2)cc1	9	-2	-0.3	0.1
CCCCC(CC)CNC(=O)c1oc(=O)c2ccccc2c1-c1ccc(C)cc1 (configuration not stated)	-9	7	1.8	0.3
CC(C)C(=O)N(C)c1nnc(-c2ccncc2)s1	-6	-15	1.3	-0.2
CCC(Sc1nc(N)cc(=O)[nH]1)C(=O)NC(CSCc1ccccc1)C(=O)OC (configuration not stated)	17	2	-0.4	0.1
O=S(=O)(c1cc(Br)c(Br)s1)N1CCN(c2ccccc2F)CC1	-12	-2	-2.2	-0.1
N=c1oc2cc(O)ccc2cc1C(=O)Nc1cc(Cl)ccc1Cl	-2	-3	-0.8	0.0
CCCCOc1ccc(C(=O)N/C(=C/c2ccc([N+](=O)[O-])cc2)C(=O)NCCO)cc1	-9	2	4.1	-0.1
CCCCCC(=O)N1c2ccccc2NC2=C(C(=O)CC(c3ccc(OC)cc3)C2)C1c1ccc(OC)c(OC)c1 (configuration not stated)	-13	-3	1.1	0.2
CCN1C(=O)/C(=C\c2nc3ccccc3c(=O)n2C)c2ccccc21	-8	-11	-0.9	-0.1
O=C(CN1C(=O)/C(=C\c2cccc(Cl)c2)Sc2ccccc21)NCCN1CCCC1	1	-5	0.0	0.5
CCn1c(Sc2ccc(C=O)cc2[N+](=O)[O-])nnc1-c1ccco1	4	1	-0.6	-0.1
CCCCCNC(=O)c1ccc(Sc2ccc(Br)cc2)c([N+](=O)[O-])c1	12	4	1.7	0.3
CC(=O)N1CCN(c2ccccc2N)CC1	-5	-1	1.8	-0.1
COc1cc2cc(=O)[nH]c(C)c2cc1OC	10	8	-7.6	0.0
CCCn1c(=O)c2c(nc3n(-c4ccccc4OC)c(C)cn23)n(C)c1=O	16	4	-0.5	0.2
CCCNC(=O)OCN1C(=O)c2ccc(N)cc2C1=O	0	4	0.9	-0.1
O=C(N/N=C/c1ccccc1)c1ccc(=O)[nH]n1	-2	1	0.3	0.0
CCc1cc(-c2n[nH]c(C)c2-c2nc(C)cs2)c(O)cc1OC	4	10	8.0*	0.0
C=CCN1C(=O)/C(=C\c2cccc(Br)c2)C(C(=O)OC)=C1C	0	-18	1.5	-0.1
CCOc1cc(C2NC(=O)NC(C)=C2C(=O)NCc2ccccc2)c(Cl)cc1O (configuration not stated)	-7	-6	4.2	0.1
COC(=O)c1cc(OC)c(OCc2cc(C(=O)OC)oc2C)c(OC)c1	9	6	0.5	-0.1
Continuation:
SMILES	MITF primary	TEAD-YAP inh	GPR151 activ	FBW7 act
Cc1cccc(-c2nc3ccccc3c(=O)n2NCc2cccc(Oc3ccccc3)c2)c1	0	-4	-0.1	-0.2
O=C1CCn2nc(-c3ccccc3)cc2N1	6	-17	-0.2	0.0
O=C(CNS(=O)(=O)c1ccc(Br)cc1)NC1CCCCC1	12	8	0.1	0.1
FC(F)(F)c1ccc(Cn2cnc3c(NC4CC4)nc(Nc4cnccn4)nc32)cc1	5	1	-0.4	-0.2
CCOc1cc(/C=C2/NC(=S)NC2=O)ccc1OCc1ccc(F)cc1	3	4	-1.0	0.0
COCCCNC(=O)c1ccc(SC)c([N+](=O)[O-])c1	6	2	-1.5	0.1
COc1ccc(CCN=c2c([N+](=O)[O-])nn(-c3cccc(C)c3)n2O)cc1OC	19	0	3.6	-0.2
O=C(Cc1ccccc1)Nc1ccc(S(=O)(=O)NCCc2ccccc2)cc1	21	6	0.2	0.0
CCC(C(=O)Nc1nnc(-c2ccccc2F)s1)c1ccccc1 (configuration not stated)	-10	-6	1.0	0.0
CCN1C(=O)C2C(c3ccco3)NC(CCSC)(C(=O)OC)C2C1=O (configuration not stated)	8	-9	0.3	0.1
COc1cccc(/C=N/NC(=O)CC(=O)Nc2ccc(Cl)c(Cl)c2)c1	-15	4	0.4	0.1
CN(c1ccccc1)S(=O)(=O)c1ccc(C(=O)OC2CCOC2=O)cc1 (configuration not stated)	3	-5	11*	-0.1
COc1ccc(OCCOc2ccc(/C=C3/C(=N)N4N=C(c5ccccc5)SC4=NC3=O)cc2OC)cc1	0	-1	1.2	0.0
COc1cccc(NC(=O)C(NS(=O)(=O)c2ccc3c(c2)CCN3C(C)=O)C(C)C)c1 (configuration not stated)	4	-3	-1.5	0.1
COC(=O)c1ccc(NC(=O)CC2C(=O)N(c3ccc(F)cc3)C(=S)N2Cc2ccccc2)cc1 (configuration not stated)	-5	8	1.2	0.1
O=C(NCC12C=CC(O1)C1C(=O)N(c3ccc(Cl)cc3)C(=O)C12)c1ccco1 (configuration not stated)	6	2	-0.1	0.0
CCSC1=C(C#N)C(=O)NC(C)S1 (configuration not stated)	8	-1	-1.2	0.0

As a working copy, part of the list above:
SMILES	MITF primary	TEAD-YAP inh	GPR151 activ	FBW7 act
Cc1cccc(-c2nc3ccccc3c(=O)n2NCc2cccc(Oc3ccccc3)c2)c1	0	-4	-0.1	-0.2
O=C1CCn2nc(-c3ccccc3)cc2N1	6	-17	-0.2	0.0
O=C(CNS(=O)(=O)c1ccc(Br)cc1)NC1CCCCC1	12	8	0.1	0.1
FC(F)(F)c1ccc(Cn2cnc3c(NC4CC4)nc(Nc4cnccn4)nc32)cc1	5	1	-0.4	-0.2

Arranged by molar mass (lowest first): part of the list above
SMILES	MITF primary	TEAD-YAP inh	GPR151 activ	FBW7 act
O=C1CCn2nc(-c3ccccc3)cc2N1	6	-17	-0.2	0.0
COc1cccc(NC(=O)C(NS(=O)(=O)c2ccc3c(c2)CCN3C(C)=O)C(C)C)c1 (configuration not stated)	4	-3	-1.5	0.1
COC(=O)c1ccc(NC(=O)CC2C(=O)N(c3ccc(F)cc3)C(=S)N2Cc2ccccc2)cc1 (configuration not stated)	-5	8	1.2	0.1
